High-throughput results deposited in PubChem by National Center for Advancing Translational Sciences (NCATS).
KAT2A inh: inhibitors of human GCN5L2 histone acetyltransferase; AID 504327; 0.21% of 390,000 active; Potency, µM (highest dose often 58.9 µM), without a hit: at the highest dose activity change, negative = inhibition, hits mostly inhibitors; Q92830; GCN5L2 HAT assay, ThioGlo1 CoA-SH fluorescence
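Enzyme at 20nM final was mixed with library compounds for 15 min at room temperature. Peptide H3(1-25) at 75uM, acetyl-CoA at 70uM and ThioGlo1 at 50uM were then added. Plates were read immediately and after 20 min (Ex340nm/Em540nm).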
TDP1 cell CPT: growth inhibition of DT40 Tdp1-/-;hTDP1 cells with camptothecin (screen for TDP1 inhibitors); Potency, µM (series often up to 46.2 µM), for the others: at the highest dose activity change, negative = growth inhibition, usual class: inhibitors; chicken DT40 Tdp1-/-;hTDP1 cells + 20 nM CPT, ATP luminescence, 48 h; 12% of 420,000 active; further: nearly all actives have a fitted effect of over 55% in size
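Chicken DT40 Tdp1-/- cells stably complemented with human TDP1 were seeded at 400 cells/well in medium containing 20 nM camptothecin, exposed to pin-transferred compounds, and grown at 37 °C for at least 48 hr. Viability was read as ATP luminescence.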
FEN1 inhibitor: blocks human flap endonuclease 1 | P39748 | Recombinant FEN1 flap cleavage, fluorescence, 15 min | Potency, µM (highest dose often 114 µM), for the others: at the highest dose activity change, negative = inhibition, most hits filed as inhibitors | 0.35% of 390,000 active | AID 588795; further: nearly all actives have a fitted effect of over 65% in size
Target sequence (P39748 whole entry, looked up): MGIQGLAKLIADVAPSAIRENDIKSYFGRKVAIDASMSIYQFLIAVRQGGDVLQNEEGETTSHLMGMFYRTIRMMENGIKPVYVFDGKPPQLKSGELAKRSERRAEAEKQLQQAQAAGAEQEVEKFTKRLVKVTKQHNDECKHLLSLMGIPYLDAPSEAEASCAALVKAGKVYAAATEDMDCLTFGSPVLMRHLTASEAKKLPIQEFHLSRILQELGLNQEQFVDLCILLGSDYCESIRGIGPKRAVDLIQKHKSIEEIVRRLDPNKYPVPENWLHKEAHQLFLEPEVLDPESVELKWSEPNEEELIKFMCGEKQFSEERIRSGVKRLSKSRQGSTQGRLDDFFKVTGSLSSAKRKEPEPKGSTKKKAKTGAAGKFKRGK
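Read-out was taken twice, immediately and after 15 min, following addition of 50 nM substrate to 10 nM FEN1 that had sat with test compound for 15 min at room temperature. Curves came from a four-parameter Hill model.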
* = called active by the depositor; ? = inconclusive; . = not tested or not shown; & = joins results of further samples; [ ] = another dose, or the depositor's remark. The call rests on the fitted dose curve; in most records, active means well fitted curve in the direction sought with a large enough effect; inconclusive means small, poorly fitted or top-dose-only effect, or another doubt; inactive means no such curve, though single readings can be large; an effect the other way counts as inactive or inconclusive. On the % scale 0 is the no-effect control and ±100 the full control effect; potency means the concentration at half of the fitted maximal effect. A portion of the library; the hit share may differ from the screen's.

SMILES	KAT2A inh	TDP1 cell CPT	FEN1 inhibitor
CC(C)N1C(=O)C(=O)N(CC(=O)N2CCc3ccccc32)C1=O	-3%	-12%	-12%
CC(=O)c1cccc(NC(=O)c2ccc(-c3ccccc3[N+](=O)[O-])o2)c1	-7%	?	-15%
Cc1ccc(S(=O)(=O)/N=C(/Nc2ccccn2)c2ccc(Cl)cc2)cc1	-3%	-19%	8%
CC1(OC(=O)c2cccs2)C(=O)C=C2C=C3CCCN3C=C2C1=O (stereo not given)	-3%	1%	?
CCn1cc(C(=O)NCC2CCCO2)c(=O)c2cc(S(=O)(=O)N3CCC(C)CC3)ccc21 (stereo not given)	-8%	?	0%
Cc1ccccc1NC(=O)C1CCN(C(=O)c2ccc(F)cc2)CC1	-1%	-4%	-1%
CCOc1ccc(CNC(=O)c2cc3c(=O)n(C)c4ccccc4c3s2)cc1	-2%	9.2µM*	-3%
CCc1ccc(-c2ccc(SCC(=O)Nc3nnc(C)s3)nn2)cc1	-13%	-17%	-5%
O=C(c1ccccc1)N1CCC(c2nc(-c3ccc(S(=O)(=O)N4CCOCC4)cc3)no2)CC1	-3%	?	14%
COc1ccc(-c2cn3nc4c(nc3n2)CCCC4)cc1	-1%[0.501 µM]	?	-10%
COc1cc(C(c2sc3nc(C)nn3c2O)N2CCOCC2)cc(OC)c1OC (stereo not given)	-1%	4%	12%
CCCCN(CCCC)CCNC(=O)c1cc(=O)[nH]c2ccc(S(=O)(=O)N3CCCCCC3)cc12	0%	?	15%
O=C(NCCC1CCCCN1S(=O)(=O)c1cccs1)C(=O)NCc1ccccc1 (stereo not given)	-8%	15µM*	-2%
Nc1nc(SCC(=O)N2CCCC2)[nH]c(=O)c1-c1ccccc1	-20%	?	2%
NS(=O)(=O)c1ccc(CCNC(=O)c2cc3ccccc3s2)cc1	-19%	2%	?
COc1ccccc1-n1ccn(CC(=O)Nc2ccc(C)cc2Cl)c(=O)c1=O	-1%	1%	8%
NC(=O)C(c1ccc(Cl)cc1Cl)c1ncc(C(F)(F)F)cc1Cl (stereo not given)	-6%	-15%	-10%
CCOc1ccc(Br)cc1S(=O)(=O)Nc1ncn[nH]1	-3%	-5%	-12%
O=C(NN1C(=O)/C(=C/c2cccc(O)c2)SC1=S)c1ccccc1O	-13%	1%	-23%
N#Cc1c2c(nc(N)c1-c1ccccc1)CCCCC2	0%	0%	-5%
NC(=O)NC(=O)COC(=O)c1cccnc1Nc1ccccc1F	-16%	-5%	-3%
CCOC(=O)c1c(NC(=O)COC(=O)c2cnccn2)sc(C(=O)NC)c1C	0%	-20%	13%
CCNc1nc(NCC)nc(OCCOC(=O)Nc2ccccc2)n1	-2%	5%	11%
CS(=O)(=O)Nc1ccccc1C(=O)N1CCCC1	-8%	9%	-6%
COc1cc(C2NC(=O)N(C)C(C)=C2C(=O)OCc2ccccc2)cc(Br)c1O (stereo not given)	-15%	-14%	-16%

Grouped by structure, those above containing an aryl methoxy group.
SMILES	KAT2A inh	TDP1 cell CPT	FEN1 inhibitor
COc1ccc(-c2cn3nc4c(nc3n2)CCCC4)cc1	-1%[0.501 µM]	?	-10%
COc1cc(C(c2sc3nc(C)nn3c2O)N2CCOCC2)cc(OC)c1OC (stereo not given)	-1%	4%	12%
COc1ccccc1-n1ccn(CC(=O)Nc2ccc(C)cc2Cl)c(=O)c1=O	-1%	1%	8%
COc1cc(C2NC(=O)N(C)C(C)=C2C(=O)OCc2ccccc2)cc(Br)c1O (stereo not given)	-15%	-14%	-16%

Among those listed so far, these contain a halogen.
SMILES	KAT2A inh	TDP1 cell CPT	FEN1 inhibitor
Cc1ccc(S(=O)(=O)/N=C(/Nc2ccccn2)c2ccc(Cl)cc2)cc1	-3%	-19%	8%
Cc1ccccc1NC(=O)C1CCN(C(=O)c2ccc(F)cc2)CC1	-1%	-4%	-1%
COc1ccccc1-n1ccn(CC(=O)Nc2ccc(C)cc2Cl)c(=O)c1=O	-1%	1%	8%
NC(=O)C(c1ccc(Cl)cc1Cl)c1ncc(C(F)(F)F)cc1Cl (stereo not given)	-6%	-15%	-10%
CCOc1ccc(Br)cc1S(=O)(=O)Nc1ncn[nH]1	-3%	-5%	-12%
NC(=O)NC(=O)COC(=O)c1cccnc1Nc1ccccc1F	-16%	-5%	-3%
COc1cc(C2NC(=O)N(C)C(C)=C2C(=O)OCc2ccccc2)cc(Br)c1O (stereo not given)	-15%	-14%	-16%

Given as a markdown table: part of the list above
| Molecule | KAT2A inh | TDP1 cell CPT | FEN1 inhibitor |
| --- | --- | --- | --- |
| CC(=O)c1cccc(NC(=O)c2ccc(-c3ccccc3[N+](=O)[O-])o2)c1 | -7% | ? | -15% |
| Cc1ccc(S(=O)(=O)/N=C(/Nc2ccccn2)c2ccc(Cl)cc2)cc1 | -3% | -19% | 8% |

Next section
SMILES	KAT2A inh	TDP1 cell CPT	FEN1 inhibitor
Cc1ccc2cc(C#N)c(NCCNC(=S)NCCCN3CCOCC3)nc2c1	-2%	-23%	16%
OC(CNCc1ccccc1)c1ccccc1 (stereo not given)	-3%	-17%	-5%
O=C(COc1ccccc1[N+](=O)[O-])Nc1cccnc1	-3%	1%	4%
O=[N+]([O-])c1ccc(OCCN2CCNCC2)cc1	-15%	-22%	11%
O=C(N/N=C/c1cccs1)c1cccc2cc[nH]c12	-16%	?	-17%
COC(=O)c1ccc(NC(=O)CN(Cc2ccccc2)S(=O)(=O)c2ccc(C)cc2)cc1	2%	?	-21%
C#CCOCCOCCOCCNc1nc(N2CCN(C(=O)[C@H](CC(N)=O)n3cc(C(N)[C@H](C)CC)nn3)CC2)nc(N2CCN(C(=O)[C@H](CC(N)=O)n3cc(C(N)[C@@H](C)CC)nn3)CC2)n1 (stereo not given in full)	1%	2%	13%
O=C(NCC1CCCO1)c1cccc2c1C(=O)c1ccc(N3CCC(Cc4ccccc4)CC3)cc1S2(=O)=O (stereo not given)	-8%	?	-5%
O=C(O)C1=CC2C=C(Cl)C=CC2OC1=O (stereo not given)	.	5%	1%
COc1ccc(Br)cc1S(=O)(=O)NCCc1cccs1	-4%	-17%	2%
COCc1cc(=O)n2c(-c3ccc(C)cc3)n[nH]c2n1	1%	10%	-17%
C[C@@H]1CN[C@H](CCO)/C1=C\c1ccccc1	.	-4%	11%
Cc1cc(NCCCN)nc(-c2ccccc2O)n1	-5%	?	2%
Cc1ccc(OCC(=O)N/N=C\c2ccc(-c3cccc(C(=O)O)c3)o2)c(C)c1	-3%	-9%	-17%
CCN1C(=O)[C@H]2[C@@H](c3ccc(-c4cccc(Cl)c4)cc3)N3CCCC[C@@]3(C(=O)OC)[C@H]2C1=O	-8%	?	-27%
CCCCN(CCCC)CCNC(=O)CSCc1ccc(C)cc1	2%	26µM*	-1%
CCC1=C(c2ccc(C)cc2)S(=O)(=O)N=C1N1CCC(C(=O)Nc2ccccc2F)CC1	-7%	?	-11%
COc1ccc(CCNC(=O)C(=O)NCC(c2cccnc2)N2CCN(c3ccccc3)CC2)cc1 (stereo not given)	-5%	23µM*	4%
CC(=O)NCCNc1ncncc1-c1ccccc1CN(C)C	-1%	9%	.
COc1ccccc1-c1nnc(C2CCN(C(=O)c3cccc(C)c3)CC2)o1	0%	?	1%
CCN(CC)C(=O)C1=C(C)Nc2nc3ccccc3n2C1c1cccc(Cl)c1 (stereo not given)	-8%	?	3%
O=C(COC(=O)c1ccc[nH]c1=O)Nc1ccc(S(=O)(=O)N2CCCC2)cc1	-3%	0%	-2%
O=C1c2ccccc2CSc2c(O)cccc21	.	?	13%
CC(=O)Oc1ccc(N(C(C)=O)S(=O)(=O)c2cccs2)cc1	1%	-3%	-2%
CCOc1ccc(NC(=O)CN(C)C(=O)CCNC(=O)c2ccc(Br)cc2)cc1OCC	-4%	-9%	-6%

(more compounds)
SMILES	KAT2A inh	TDP1 cell CPT	FEN1 inhibitor
Cc1nc2sc(C(c3cccc(F)c3)N3CCC(C)CC3)c(O)n2n1 (stereo not given)	-1%	-2%	1%
O=C(Nc1ccc(F)cc1)Nc1cc(OCC(F)(F)F)cc(OCC(F)(F)F)c1	6%	2.6µM*	?
O=C(NC1CCCC1)c1cnn2c(C(F)(F)F)cc(-c3ccco3)nc12	-16%	-29%	?
CC(NCc1ccccc1)c1ccccc1O (stereo not given)	-4%	12%	4%
CCC(C(=O)NC1CCCCC1)n1c(SCc2cccc(C)c2)nc2ccncc21 (stereo not given)	-5%&-3%	26µM*	-10%&-5%
COc1ccc(N=C2SC(CC(=O)Nc3ccccc3)C(=O)N2CCc2ccccn2)cc1 (stereo not given)	-12%	?	-21%
O=C1c2ccccc2C(Nc2cccnc2)N1Cc1ccccc1Cl (stereo not given)	3%	?	-5%
CCOC(=O)c1c(C)[nH]c(C)c1S(=O)(=O)N(C)CC(=O)N1CCN(c2ccccc2OC)CC1	-2%	18µM*	18%
CC1(C)CC(=O)c2cc(OCC(=O)NCCN3CCOCC3)ccc2O1	-8%	-7%	-6%
Cc1ccc(N(CC(O)Cn2c3ccccc3c3ccccc32)S(C)(=O)=O)cc1 (stereo not given)	-7%	-20%	?
Cc1ccc2oc(=O)n(CCCOc3ccccc3Cl)c2c1	-13%	21µM*	-31%
O=C(COC(=O)CNC(=O)c1cccc([N+](=O)[O-])c1)Nc1cccc(S(=O)(=O)N2CCCCC2)c1	-4%	?	0%
CCCS(=O)(=O)c1ccc(COC(=O)Cc2ccc([N+](=O)[O-])cc2)cc1	-10%	?	-2%
O=C1/C(=C/c2ccco2)SC(=S)N1C1CCS(=O)(=O)C1 (stereo not given)	?	15µM*	-9%
CCOC(=O)c1sc(NC(=S)NC(=O)c2ccco2)nc1C	-3%	-4%	0%
O=C(NCCN1CCN(c2ccccc2F)CC1)C1CCCN(S(=O)(=O)c2cnc[nH]2)C1 (stereo not given)	-7%	-2%	2%
COc1ccc(-c2nc(C(=O)N3CCN(C)CC3)sc2-c2ccc(OC)cc2)cc1	?	-9%	.
O=S(=O)(c1ccccc1F)N1CCc2ccccc2C1	-6%	0%	-9%
CCOC(=O)C1CCN(C(=O)COc2ccc(Br)cc2)CC1	-3%	-19%	4%
O=C(Nc1cccc2cccnc12)c1cccc([N+](=O)[O-])c1	-15%	12%	7%
CS(=O)(=O)N(CC(=O)N1CCCCC1)c1ccc2c(c1)OCO2	-2%	-23%	2%
COc1ccc(OC)c(CN(CCCN2CCOCC2)C(=O)Nc2ccccc2)c1	-4%	-1%	-12%
COc1ccccc1N1CCN(C(=O)CSc2nnc3n2C(C)(C)Cc2ccccc2-3)CC1	-5%	13µM*	17%
CCCOc1ccc(C2C(=O)N(C3CCCCC3)CC(=O)N2CCC2=CCCCC2)cc1OC (stereo not given)	-2%	-16%	-3%
Cc1ccc2nc(-c3ccncc3)cc(C(=O)NCCc3ccc(F)cc3)c2c1	-8%	?	0%
Nc1ncc([N+](=O)[O-])cc1S(=O)(=O)c1ccccc1	.	-28%	-6%
COc1cccc(NC(=O)N(Cc2c[nH]c3ccccc23)C2CCCCCC2)c1	-11%	12µM*	-21%
COc1cccc(C(=O)Nc2cc(NC(=O)c3ccco3)ccc2OC)c1	-3%	18µM*	-15%

Results in FEN1 inhibitor, for some of the entries so far:
mol,FEN1 inhibitor
O=C(Nc1ccc(F)cc1)Nc1cc(OCC(F)(F)F)cc(OCC(F)(F)F)c1,?
O=C(NC1CCCC1)c1cnn2c(C(F)(F)F)cc(-c3ccco3)nc12,?
CC(NCc1ccccc1)c1ccccc1O (stereo not given),4%
